PglD DTNB: PglD (C. jejuni) enzyme inhibition; inhibition, % at 12.5 µM; purified PglD enzyme, DTNB colorimetric CoA detection; hit rate 0.098% among 360,000; AID 602405; in the data active = inhibition above about 16%, passing the limit was not always enough; also: strong numbers were not always called active
An asterisk follows results filed as active. An excerpt. The share of hits here may be higher or lower than overall.

SMILES,PglD DTNB
COc1ccc(CCNC(=O)CC(NS(=O)(=O)c2ccc(NC(C)=O)cc2)C(C)C)cc1OC (stereo unspecified),5.9
O=C1CCCN1c1ccc(S(=O)(=O)Oc2ccc(Cl)cc2)cc1[N+](=O)[O-],-0.6
O=S(=O)(c1ccc(NCCc2c[nH]c3ccccc23)nc1)N1CCOCC1,-1.9
CCN(CC)S(=O)(=O)c1ccc(C(=O)NNC(=O)c2cccs2)cc1,-0.2
Cc1ccc(C)c(SCC(=O)NC(=O)NCc2ccccc2)c1,-1.1
Cc1ccc(S(=O)(=O)N2CCC(N3CCCCCC3)CC2)cc1,-2.4
CCOC(=O)c1[nH]c(C)c(C(=O)OCC(=O)N(CC)C2CCS(=O)(=O)C2)c1C (stereo unspecified),-4.3
CCCC12CN(C(=O)c3ccc(OC)cc3)CC(C)(CN(C(=O)c3ccc(OC)cc3)C1)C2=O,-0.3
O=C(CN1CCN(c2ccc(Cl)cc2)CC1)Nc1cccc(F)c1,4.2
COc1ccc(NC(=O)c2sccc2SCc2cccc(C(F)(F)F)c2)cc1,1.3
CCCC1S/C(=N/N=C/c2ccc(OC)cc2)N(Cc2ccccc2)C1=O (stereo unspecified),-1.0
CS(=O)(=O)N(CC(=O)NC1CC1)c1cccc(F)c1,-0.6
COc1ccc2cc(C(=O)N3CCOCC3)sc(=O)c2c1OC,0.2
CCOC(=O)C1CCCN(C(=O)Cc2ccc(OC)c(OC)c2)C1 (stereo unspecified),10.7
CCOC(=O)c1cnn(-c2nc(C)cc(C)n2)c1N,5.2
CN(C)c1nccc(Nc2ccccc2)c1C#N,5.5
CCCN1CCN(S(=O)(=O)c2ccc(OC)c(Br)c2)CC1,0.5
CCC(C(=O)Nc1nnc(-c2ccco2)s1)c1ccccc1 (stereo unspecified),-4.2
O=C(/C=C/c1ccc(OC2CSC2)cc1)c1ccc(Cl)cc1,-0.4
N#Cc1nc(Cc2cccc3ccccc23)oc1NCCCn1ccnc1,3.4
CS(=O)(=O)N(CCc1ccccc1)CC(=O)N1CCCCC1,2.4
CCOC(=O)c1sc(NC(=O)Nc2ccc(Cl)cc2)cc1C,-6.8
Cc1ccc(CNc2nc3c([nH]2)c(=O)n(C)c(=O)n3C)cc1,-1.0
O=C(Cn1c(SCc2ccccc2)nc2ccccc21)N1CCOCC1,-4.2
CCOC(=O)c1ccc(N/C(=N\S(=O)(=O)c2ccccc2C)c2ccccc2)cc1,6.0
Cc1cc(C)c(NC(=O)C2CCCN2CCC(C)C)c(C)c1 (stereo unspecified),-0.7
CC(=O)Nc1ccc2oc(-c3ccccc3Br)nc2c1,2.6
O=C(COC(=O)C1CCN(C(=O)c2ccc(Cl)cc2)CC1)c1ccco1,8.9
CC1(C)CC(=O)C(Sc2ccccc2[N+](=O)[O-])=C(O)C1,-13.2
O=C(O)C1CCN(C(=O)c2ccc(Cl)cc2)CC1,0.0
O=C(NCc1ccc2c(c1)OCO2)c1cccc(F)c1,0.8
CC(=O)c1nn(-c2cccc(Cl)c2)cc1C(=O)c1ccco1,-5.9
S=C1NCCOCCNC(=S)NCCOCCOCCOCCN1,1.5
CC1=NN(C(C#N)c2cccc([N+](=O)[O-])c2)C(C)(C)C1 (stereo unspecified),-1.5
CCCOC(=O)c1cccc(NC(=O)C(C)(C)C)c1,-4.0
Cc1cc2c(c(=O)n1Cc1cccnc1)C(c1cccs1)C(C#N)=C(N)O2 (stereo unspecified),6.0
CCCCNC(=O)C1CC(=O)N(c2ccc(OC)cc2)C1c1ccc(OC)cc1 (stereo unspecified),5.3
Cc1cc(NS(=O)(=O)c2ccc(NC(=S)NC(=O)c3ccc(Cl)cc3Cl)cc2)no1,2.3
Cc1ccc2c(c1)nnn2C1CCN(CC(=O)c2ccc(Cl)cc2)CC1,2.5
C/C(=N\NC(=O)C(=O)Nc1cccc(Cl)c1C)c1ccncc1,13.4
COc1ccc(NC(=O)CC2C(=O)N(c3ccc(F)cc3)C(=S)N2NC(=O)c2ccc(Cl)cc2)cc1 (stereo unspecified),-1.5
CCOC(=O)C(C(=O)Nc1cccc(C)n1)C1CCCCC1 (stereo unspecified),4.3
O=C(CSc1ccsc1[N+](=O)[O-])NCCc1ccccc1,-6.7
CN(Cc1nc(-c2cccnc2)no1)S(=O)(=O)c1ccc(Br)cc1,-4.4
C/C(CC(=O)NCc1ccccc1)=N\NC(=O)c1cnccn1,-2.2
CCOC(=O)N1CCC(NC(=O)CSCc2cnn(-c3ccccc3)c2-n2cccc2)CC1,-1.4
CCc1noc(C)c1C(=O)N1CC(C)OC(C)C1 (stereo unspecified),-2.0
COc1cc2ccnc(C=O)c2cc1OC,2.8
Nc1ncc(-c2nnnn2-c2ccc(Cl)cc2)c(-c2ccc(Cl)cc2)n1,4.3
CCN(CC)C(=O)CC1(c2ccccc2OC)CCOC(C(C)C)C1 (stereo unspecified),3.5
CC1(C)Cc2nc3sc4c(SCC(=O)NCc5ccco5)ncnc4c3cc2CO1,5.3
O=C(CN1CCN(Cc2ccccc2F)C1=O)NCc1ccco1,-2.4
CC1SC(=NC(=O)C(C)N2C(=O)c3ccccc3C2=O)NC1=O (stereo unspecified),1.7
O=C(Nc1cc(C(F)(F)F)ccc1N1CCCCC1)c1cccc([N+](=O)[O-])c1,-12.3
CC1(C)CC(O)(CCNCc2ccc3c(c2)OCO3)CCO1 (stereo unspecified),-2.1
CC(C)Oc1ccc(C(=O)Nc2ccc(Cl)c(S(=O)(=O)Nc3ccc(Cl)cc3)c2)cc1,0.8
Cc1ccc(-n2ncc(C#N)c2/N=C/N2CCN(C)CC2)cc1,3.1
CC1CCN(Cc2nc3c(c(=O)n(C)c(=O)n3C)n2CCc2ccccc2)CC1,0.1
COc1ccc(NC(=O)CCSc2cc(C)c3ccccc3n2)cc1,-4.8
O=C(CSc1ncn[nH]1)Nc1cccc(S(=O)(=O)N2CCCCCC2)c1,-3.6

(further entries)
SMILES,PglD DTNB
Cc1[nH]c2ccccc2c1C(=O)COC(=O)c1c(-c2c(F)cccc2Cl)noc1C,-0.4
COc1ccc(C2C3=C(CC(C)(C)CC3=O)Nc3c2c(=O)[nH]c(=O)n3Cc2ccccc2)cc1 (stereo unspecified),4.3
O=C(Nc1cccc2ccccc12)/C(=C/c1cccc([N+](=O)[O-])c1)NC(=O)c1cccs1,2.1
CN(C)CCCNC1=CC(=O)OC12CCCCC2,4.9
O=C(CC(Nc1ccccc1)C(=O)O)c1ccccc1 (stereo unspecified),-8.8
O=C(COC(=O)C1CCCO1)Nc1cccc(C(F)(F)F)c1 (stereo unspecified),-4.2
O=C(Nc1cccc(Cl)c1)N(Cc1nc2ccccc2c(=O)[nH]1)Cc1cccs1,0.5
O=C(Nc1cccc(C(F)(F)F)c1)c1cc(-c2cccs2)on1,1.5
Cn1cc(Br)c(C(=O)N2CCN(c3cccc(Cl)c3)CC2)n1,-0.4
Cc1[nH]n(-c2ccccc2)c(=O)c1-c1ccc(Cl)cc1,-3.8
COc1ccc(COc2cc(-c3cccc(OC)c3)nc3ccc(NC(=O)c4ccc(N(C)C)cc4)cc23)cc1,-5.4
CC(C)C[C@H](NC(=O)NCc1ccc(Cl)cc1)C(=O)O,-1.7
CCc1c(C)c2c(C)nn(-c3ccccc3)c2oc1=O,-8.3
Cn1c(=O)c2ncn(CC(=O)NCCOc3ccccc3)c2n(C)c1=O,4.1
O=C(Nc1ccc2oc(=O)ccc2c1)c1cc2ccccc2o1,0.3
COc1c(Cl)cnn(-c2ccccc2)c1=O,-24.1
O=C1NC(NS(=O)(=O)c2ccc(Cl)cc2)(C(F)(F)F)C(=O)N1Cc1cccnc1 (stereo unspecified),-10.1
CC(C)N1C(=O)c2ccc(C(=O)O)cc2C1=O,-0.2
Cc1ccc(Nc2nc(N)nc(CN3CCc4ccccc4C3)n2)cc1,-0.8
Nc1nncn1C(=O)CCCN1C(=O)c2ccccc2C1=O,-1.4
COc1ccccc1OCCSc1nc(N)cc(N)n1,4.9
O=S(=O)(Nc1ccc(-c2csc(-c3ccccc3)n2)cc1)c1ccc(F)cc1,-7.6
O=[N+]([O-])c1ccc(N2CCCCCC2)c(S(=O)(=O)N2CCCCC2)c1,-2.3
FC(F)Sc1ccc(NC(=S)NC2CCC(NC(=S)Nc3ccc(SC(F)F)cc3)CC2)cc1 (stereo unspecified),-9.8
O=C(O)COCCN1CCN(C(c2ccccc2)c2ccc(Cl)cc2)CC1 (stereo unspecified),2.3
Cc1cc(C(=O)CSc2nnnn2C)c(C)n1-c1ccc2c(c1)OCCO2,-0.8
O=C(Nc1ccc(Cl)cc1)OCc1cncs1,0.3
Cc1c(NC(=O)CC2CC(C)OC2=O)c(=O)n(-c2ccccc2)n1C (stereo unspecified),-2.0
C/C=C/C(=O)Nc1nnc(C(C)C)s1,-4.8
CC(C)CC(C(=O)Nc1ccc2c(c1)OCCO2)N1C(=O)c2ccccc2C1=O (stereo unspecified),2.5
CC(O)c1c(OCc2ccccc2)ncnc1OCc1ccccc1 (stereo unspecified),-2.5
CC(C)c1cccc(C(C)C)c1NC(=O)COC(=O)c1ccc(OCC(=O)Nc2cccc(C(F)(F)F)c2)cc1,0.2
O=C(NNS(=O)(=O)c1ccc(F)cc1F)C1Cc2c(ccc3ccccc23)O1 (stereo unspecified),6.6
COc1ccc(-c2[nH]ncc2-c2ccc(Cl)cc2)c(O)c1,-0.7
COc1ccc(C(=O)n2nc(C)c(Br)c2C)cc1,-5.5
O=C(O)c1cc(S(=O)(=O)N2CCCC2)ccc1Br,-4.4
CC(=O)Nc1ccccc1NC(=O)CN(C)S(=O)(=O)c1ccc(C)cc1,2.0
Cc1ccc(OCCN2CCN(c3nc(NCc4ccco4)c4ccccc4n3)CC2)cc1,4.5
O=C(CN1CCOCC1)NC1C2CC3CC(C2)CC1C3 (stereo unspecified),-0.6
CCN(CC)CC(=O)NC12CC3CC(CC(C3)C1)C2,-3.5
S=c1[nH]c2ccc(Cl)cc2[nH]1,-1.4
O=C(Nc1ccc(F)cc1)N(Cc1nnc2n1CCCCC2)c1ccccc1,1.9
CCCCNc1nc2c(c(=O)n(C)c(=O)n2C)n1Cc1cccc(OC)c1,-0.2
COc1ccc(CN(C(=O)c2cc3ccccc3oc2=O)C2CCCC2)cc1,-3.2
Cc1nn(C)c(=O)n1-c1ccc(OCc2ccccc2)cc1,-0.5
CC(C)C[C@H](NC(=O)OC(C)(C)C)c1nnc(SCc2ccccc2)o1,1.9
O/N=C/c1ccc(OCc2ccccc2)c(Br)c1,-3.2
CCCCC(=O)c1ccc(O)cc1O,3.5
Nc1nc(C2CC(=O)OC23CCCCC3)cs1 (stereo unspecified),0.6
CNc1ncc(C(=O)C(C)(C)C)s1,-7.7
COc1ccc(N(C(=O)Cc2cccs2)C(C(=O)NC2CCCCC2)c2cccn2C)cc1 (stereo unspecified),2.4
CCN(CC)CCCNC(=O)c1sc2nc(-c3ccc(F)cc3)cn2c1C,3.9
COc1ccc(OC)c(NS(=O)(=O)c2ccc(N3CCCC3=O)cc2)c1,4.4
O=C(NC1CC2CCCC(C1)N2C(=O)NC1CCCCC1)c1ccccc1 (stereo unspecified),5.3
CCCNC(=O)Cn1cnc2sc(C(=O)NCCN(CC)CC)c(C)c2c1=O,-3.9
COC(=O)C1=C(C)OC(N)=C(C#N)C1c1ccsc1 (stereo unspecified),-0.8
COc1ccc(C2CC(=O)C=C(NCCC(C)C)C2)cc1 (stereo unspecified),1.8
Cc1ccc(NC(=O)c2sccc2-n2cccc2)c(C)c1,-2.6
O=C(COC(=O)c1cccc(S(=O)(=O)N2CCc3ccccc3C2)c1)NCc1ccco1,15.2
COc1ccccc1CNC(=O)CSc1nc(N)c(C#N)c(-c2cccs2)c1C#N,1.3

The last three compounds of the part before are carried over, then new ones follow.
SMILES,PglD DTNB
Cc1ccc(NC(=O)c2sccc2-n2cccc2)c(C)c1,-2.6
O=C(COC(=O)c1cccc(S(=O)(=O)N2CCc3ccccc3C2)c1)NCc1ccco1,15.2
COc1ccccc1CNC(=O)CSc1nc(N)c(C#N)c(-c2cccs2)c1C#N,1.3
CN1C(=O)NC(NC(=O)c2ccco2)(C(F)(F)F)C1=O (stereo unspecified),1.1
CCCn1c(C)cc(C(=O)CN2C(=O)c3cccc(N)c3C2=O)c1C,5.4
CCn1nc(C(=O)OCc2c(C)noc2C)c2ccccc2c1=O,-5.1
CCOc1ccc(NC(=O)CN2CCN(CC(=O)c3ccc(OC)c(OC)c3)CC2)cc1,-8.9
Cc1cccc(S(=O)(=O)c2c(N)n(Cc3ccco3)c3nc4ccccc4nc23)c1,4.7
CCN(CC)CCOC(=O)c1ccc(NC(=O)C(C)NC(=O)C23CC4CC(CC(C4)C2)C3)cc1 (stereo unspecified),9.0
COc1ccc(S(=O)(=O)N(C)CC(=O)NC2CCCC2)cc1Cl,-10.5
CCC(C)(C)N1CC(=O)N(Cc2ccccc2)C(c2ccc(OC)cc2)C1=O (stereo unspecified),-5.0
C=CCOc1c(CNc2ncn[nH]2)cccc1OC,1.1
CC(C)c1ccc(N2C(=O)CC(Sc3ncn[nH]3)C2=O)cc1 (stereo unspecified),2.7
COc1ccc(NC(=O)COC(=O)c2ncc(Cl)c(Cl)c2Cl)c(OC)c1,-1.9
CCc1nnc(NC(=O)CSc2nnc(-c3cccnc3)n2CC)s1,2.8
